Screening results as filed in PubChem BioAssay.
DT40 TDP1 no CPT – qHTS for Inhibitors of human tyrosyl-DNA phosphodiesterase 1 (TDP1): qHTS in cells in absence of CPT; DT40 Tdp1-/- hTDP1 cells, no CPT, ATP luminescence, 48 h; Potency, µM (highest dose often 46.2 µM), for the others: top-dose activity change, negative = growth inhibition, actives largely listed as inhibitors; 420,000 tested, 15% active; AID 686978, 2013; also: nearly all actives have a fitted effect of over 55% in size
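DT40 Tdp1-/-;hTDP1 cells, no CPT (DMSO vehicle only), 400 cells/well; compounds pin-transferred; ≥48 hr, 37 °C; CellTiter-Glo 30 min RT dark, luminescence read.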
TDP1 cell CPT – DT40-hTDP1 cell growth loss with CPT; chicken DT40 Tdp1-/-;hTDP1 cells + 20 nM CPT, ATP luminescence, 48 h; Potency, µM (series often up to 46.2 µM), for inactives: top-dose activity change, negative = growth inhibition, usual class: inhibitors; 420,000 tested, 12% active; also: nearly all actives have a fitted effect of over 55% in size
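Cell growth measured by CellTiter-Glo luminescence after a minimum 48 h, 37 C compound exposure with 20 nM CPT in Tdp1-knockout DT40 cells stably expressing hTDP1, seeded 400/well; qHTS titration format.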
GCN5L2 inh – inhibitors of human GCN5L2 histone acetyltransferase; AID 504327; 390,000 tested, 0.21% active; Q92830; GCN5L2 HAT assay, ThioGlo1 CoA-SH fluorescence; Potency, µM (titrated, usually from 58.9 µM), without a hit: top-dose activity change, negative = inhibition, most hits filed as inhibitors
Target sequence (Q92830 whole entry, looked up): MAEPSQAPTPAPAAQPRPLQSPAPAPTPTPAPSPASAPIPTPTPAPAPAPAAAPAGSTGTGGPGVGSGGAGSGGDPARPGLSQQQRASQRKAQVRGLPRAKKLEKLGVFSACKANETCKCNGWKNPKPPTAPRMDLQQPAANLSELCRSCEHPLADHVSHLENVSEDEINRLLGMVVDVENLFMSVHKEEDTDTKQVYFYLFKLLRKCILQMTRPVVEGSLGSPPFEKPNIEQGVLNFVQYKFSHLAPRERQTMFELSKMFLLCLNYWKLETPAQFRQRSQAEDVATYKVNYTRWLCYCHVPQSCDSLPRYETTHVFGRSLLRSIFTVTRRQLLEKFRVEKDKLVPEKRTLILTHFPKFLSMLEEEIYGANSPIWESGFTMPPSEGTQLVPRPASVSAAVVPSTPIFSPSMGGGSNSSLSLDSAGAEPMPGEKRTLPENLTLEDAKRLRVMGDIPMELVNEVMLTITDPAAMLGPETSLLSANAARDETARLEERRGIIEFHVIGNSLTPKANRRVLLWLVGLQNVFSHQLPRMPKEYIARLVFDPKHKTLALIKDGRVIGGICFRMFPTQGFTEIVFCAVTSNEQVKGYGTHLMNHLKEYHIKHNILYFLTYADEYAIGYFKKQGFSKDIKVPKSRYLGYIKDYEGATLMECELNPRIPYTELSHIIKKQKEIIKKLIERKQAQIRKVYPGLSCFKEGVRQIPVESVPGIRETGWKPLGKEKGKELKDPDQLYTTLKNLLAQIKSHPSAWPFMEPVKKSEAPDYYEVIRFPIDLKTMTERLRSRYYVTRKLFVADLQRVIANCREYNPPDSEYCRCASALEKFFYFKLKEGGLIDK
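GCN5L2 (20 nM) in 50mM HEPES pH 7.5, 0.1mM EDTA, 0.01% Tween-20 preincubated 15 min with compounds at room temperature. Reaction started with H3(1-25) 75uM, acetyl-CoA 70uM, ThioGlo1 50uM; CoA-thiol fluorescence (Ex340/Em540) read at 0 and 20 min.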
Starred values were filed as active, the others as inactive; ? = inconclusive; . = no result given; & = joins results of further samples; [ ] = another dose, or the depositor's remark. Calls follow the shape of the dose curve; as a rule, active = well fitted curve in the direction sought with a large enough effect; inconclusive = small, poorly fitted or top-dose-only effect, or another doubt; inactive = no such curve, though single readings can be large; an effect the other way counts as inactive or inconclusive. % is scaled to controls: 0 for no effect and ±100 for the full control effect; potency is read from the fitted curve at half-maximal effect.

smiles	DT40 TDP1 no CPT	TDP1 cell CPT	GCN5L2 inh
CC(CC(C)(C)N1CC1)=NNC(=O)Nc1cccc2ccccc12	2.9µM*	3.7µM*	.
C/C(=N\OC(=O)NC(C)C)c1sc(-c2ccc(Cl)cc2)nc1C	18µM*	?	-6%
CCc1ccc(N2C(=O)CC(=O)NC2=O)cc1	3%	10%	-6%
Cc1cccc(CNCCc2c[nH]c3ccccc23)c1	13µM*	16µM*	-5%
O=C(CSc1nc2c([nH]c3ccccc32)c(=O)n1-c1ccccc1)c1ccccc1	?	?	-6%
O=c1[nH]c(=S)n(-c2ccc(Br)cc2)c(O)c1C=Nc1ccc(N2CCOCC2)cc1	-22%	-6%	2%
CCOc1ccc(-n2c(O)c(C=Nc3ccc(N4CCOCC4)cc3)c(=O)[nH]c2=O)cc1	-12%	-2%	-4%
CC1C(c2cccs2)=[N+]([O-])C(C)(C(=O)c2ccc(Cl)cc2)N1O (stereo not drawn)	-20%	-8%	.
CC(C)=C[C@@H]1[C@@H](C(=O)OCc2coc(Cc3ccccc3)c2)C1(C)C	-5%	1%	.
COc1ccc(C2=NCC(=O)N(CC(=O)NCc3ccco3)c3sc4c(c32)CCCC4)cc1OC	?	?	-1%
O=C(CN1CCCCC1c1cccnc1)c1ccccc1 (stereo not drawn)	-10%[9.04 µM]	3%[9.04 µM]	.
COc1ccc2c3c1O[C@H]1[C@@H](O)C=C[C@H]4[C@@H](C2)N(C)CC[C@@]341	0%[92.5 µM]	-8%[92.5 µM]	.
CCS(=O)(=O)CCSP(=O)(OC)OC	-1%	0%	.
FC(F)(F)Oc1ccc(NC2=NCCCS2)cc1	-24%	-21%	2%
O=C(COc1ccccc1F)N1CCN(Cc2cc(=O)n3nc(-c4ccccc4Cl)sc3n2)CC1	15µM*	?	-4%
Oc1c(Br)cc(Br)cc1CN1CCN(Cc2ccccc2)CC1	?	?	-6%
N#CC1=C(N)Oc2c(c(=O)oc3ccccc23)C1c1ccncc1 (stereo not drawn)	-1%	2%	2%
C=CCn1c(O)c(C(C)=NCCN2CCN(C(=S)NC)CC2)c(=O)[nH]c1=O	3%	2%	-10%
O=c1c2ccccc2nc(-c2ccccc2)n1-c1ccccn1	-2%	-16%	-1%
O=C(N/N=C/c1c(O)n(-c2cccc3ccccc23)c(=O)[nH]c1=O)c1ccncc1	11%	4%	-11%
COC(=O)N(c1ccc(OC)cc1)P1(=S)OCCC(C)O1 (stereo not drawn)	?	15µM*	?
CCCn1cc(CN2CCCC(C(=O)c3cccc(OC)c3)C2)c(C)n1 (stereo not drawn)	10%	-16%	?
CCC(=NCc1ccco1)c1c(O)n(-c2ccc(OC)cc2)c(=O)[nH]c1=O	-2%	3%	-10%
O=C(/C=C/c1ccc(F)cc1)NNC(=O)CCN1CCN(Cc2ccccc2)CC1	?	-24%	1%
CC1CCN(C(=O)c2ccc(N3CC4CC(C3)c3cccc(=O)n3C4)c([N+](=O)[O-])c2)CC1 (stereo not drawn)	?	7%	-4%
COc1cc(OC)cc(C(=O)NC(=S)N2C[C@H]3C[C@H](C2)c2cccc(=O)n2C3)c1	-10%	2%	-7%
COC(=O)CC1(Cc2ccccc2)C(=O)NC(=O)NC1=O	-16%	-4%	4%
C[C@]12CCC3C(CCC4=CC(O)CC[C@@]43/C=N/O)C1(O)CCC2C1=CC(=O)OC1 (stereo partly drawn)	?	4%	41%[activator]
CCOP(=S)(OCC)O/N=C(\C#N)c1ccccc1	-28%	-1%	.
COc1cccc(C(c2nnnn2-c2c(C)cccc2C)N2CCC(n3c(=O)[nH]c4ccccc43)CC2)c1OC (stereo not drawn)	5.8µM*	5.8µM*	.

Exported with each value named: entries from further up.
> CC(C)=C[C@@H]1[C@@H](C(=O)OCc2coc(Cc3ccccc3)c2)C1(C)C
- DT40 TDP1 no CPT: -5%
- TDP1 cell CPT: 1%
- GCN5L2 inh: .
> CC1C(c2cccs2)=[N+]([O-])C(C)(C(=O)c2ccc(Cl)cc2)N1O (stereo not drawn)
- DT40 TDP1 no CPT: -20%
- TDP1 cell CPT: -8%
- GCN5L2 inh: .
> C/C(=N\OC(=O)NC(C)C)c1sc(-c2ccc(Cl)cc2)nc1C
- DT40 TDP1 no CPT: 18µM*
- TDP1 cell CPT: ?
- GCN5L2 inh: -6%

Further structures
smiles	DT40 TDP1 no CPT	TDP1 cell CPT	GCN5L2 inh
NC12CN3CN(CN(C3)C1)C2 (tested in a mixture with another compound)	-7%	-8%	-6%
O=C(NC(=S)N1CC1)c1ccccc1	?	-4%	.
CN1CCc2cc3c(cc2C1O)OCO3 (stereo not drawn)	3%	7%	?
C/C=C1/CN2C3CC1C(CO)(C(=O)OC)C2Cc1c3n(C)c2ccccc12 (stereo not drawn)	?	-15%	-22%
C=C(C)Cn1c(=O)n(CC2CS2)c2ccccc21 (stereo not drawn)	5%	9%	1%
CC(=Nc1ccc2c(c1)CCC2)c1c(O)n(C2CCCCC2)c(=O)[nH]c1=O	?	-12%	-8%
Cc1ccc(S(=O)(=O)Cc2ccc(C(=O)N3CCC4(CC3)OCCO4)o2)cc1	-23%	-24%	-4%
CCCCC1(CC)COP(=O)(OCC(Cl)(Cl)Cl)OC1 (stereo not drawn)	-2%	-1%	.
COc1ccc(Cl)cc1NC(=O)CN1C(=O)CN=C(c2ccccc2)c2cc(Cl)ccc21	15µM*	?	-10%
CN1C(=O)/C(=C/c2cccn2-c2ccc3ccccc3c2)C(=O)NC1=S	5.2µM*	3.3µM*	-28%
O=C1CC2OCC=C3CN4CCC56c7cc([N+](=O)[O-])ccc7N1C5C2C3CC46 (stereo not drawn)	?	?	1%
COc1ccc(NC2Oc3cc4c(cc3C(c3cc(OC)c(OC)c(OC)c3)C2C)OCO4)cc1 (stereo not drawn)	4.1µM*	4.6µM*	.
CC(C)OP(=O)(OC(C)C)C(NCc1ccccc1)c1ccccc1 (stereo not drawn)	23µM*	?	-3%
O=c1[nH]c(=S)[nH]c(O)c1N=Nc1ccc(SC(F)F)cc1	-13%	1%	-19%
CC(=O)O[C@@H]1CC[C@]2(C)C3CC[C@]4(C)C(=O)[C@H](O)CC4C3[C@@H](OC(C)=O)C[C@H]2C1 (stereo partly drawn)	?	?	-3%
Cc1nc2c(C(=O)N3CCC4(CC3)OCCO4)cnn2c(C)c1Cc1cccc(Cl)c1	?	?	-4%
C[C@]12C=CC(=O)C=C1CC[C@@H]1[C@@H]2CC[C@]2(C)OC(=O)CC[C@@H]12	-9%	-19%	.
COc1ccc(C2CC(c3cccs3)=NN2c2nc(C)c(C(C)=O)s2)cc1OC (stereo not drawn)	?	?	?
CC(=O)N1CCN(c2ccc(N=Cc3c(O)n(-c4ccc(Cl)cc4)c(=O)[nH]c3=O)cc2)CC1	-7%	3%	-9%
COc1cccc(C2(C#N)CCN(C)CC2)c1	13%	8%	-3%
Cc1cc(C)cc(NC2=NCCCS2)c1	-12%	?	-3%
C=C(COC(=O)CCC(=O)O)CC1CC(O)[C@]2(C)OC3CC4OC5C[C@]6(C)O[C@]7(C)CCC8OC9C[C@]%10(C)OC%11C(C)=CC(=O)OC%11CC%10OC9C[C@@H](C)C8OC7CC6O[C@]5(C)C/C=C\C4OC3CC2O1 (stereo partly drawn)	?	13µM*	-18%&-8%
COc1cc(CC(C)N)c(OC)cc1Br (stereo not drawn)	28µM*	?	.
CN(C)c1cc(N)c2c(n1)CCC2 (tested in a mixture with another compound)	0%	9%	2%
CCOC(=O)c1ccc(-[n+]2c(-c3ccccc3)cc(-c3ccccc3)cc2-c2ccccc2)cc1	0.73µM*	1µM*	-7%
CCN1C(=O)NC(=O)/C(=C/c2cc(C)n(-c3sc(C)c(C)c3C#N)c2C)C1=O	?	?	-22%
CCCCNC(=O)Nc1ccc(C(O)(C(=O)OCC)C(F)(F)F)cc1 (stereo not drawn)	-22%	-4%	1%
CC[C@H]1CN2CCC1C[C@@H]2[C@@H](O)c1ccnc2ccc(OC)cc12 (stereo partly drawn)	?	?	.
COC(=O)C12OCC34C(CC5C(C)=C(O)C(=O)CC5(C)C3C(O)C1O)OC(=O)C(OC(=O)/C=C(\C)C(C)C)C24 (stereo not drawn)	0.058µM*	0.041µM*	.
Cc1[nH]ccc2c1[nH]c1cc(=O)ccc12	13µM*	8.2µM*	?

(cont.)
Each structure is followed by: DT40 TDP1 no CPT | TDP1 cell CPT | GCN5L2 inh
CCC1CCCCN1CC(=O)c1ccc(OC(F)F)cc1 (stereo not drawn)
 : -14% | -21% | 0%
CCOc1ccc(C(=O)N2CCC(c3noc(-c4ccc(S(=O)(=O)N5CCCC5)cc4)n3)CC2)cc1
 : 16µM* | ? | -3%
O=[N+]([O-])c1ccc(C[n+]2c(-c3ccccc3)cc(-c3ccccc3)cc2-c2ccccc2)cc1
 : 2.3µM* | 2.6µM* | -4%
COc1cccc(N=Nc2c(O)[nH]c(=S)[nH]c2=O)c1
 : -8% | -24% | -4%
Cc1ccc(-n2c(/C=C/c3ccc(Br)s3)nc3ccccc3c2=O)cc1
 : 21µM* | 23µM* | -6%
COC(=O)C1=C(c2ccc(F)cc2F)C[C@@H]2CC[C@H]1N2C(=O)N1CCC(O)CC1
 : -13% | 11% | -8%
CCCN[C@@H]1CCc2c(OC)cccc2[C@@H]1C
 : -22%&-30% | 13%&7% | 4%
O=C1C2CCN(CC2)[C@@H]1Cc1ccc2ccccc2c1O
 : ? | ? | -3%
c1cc2c(cc1N1CCCCC1)CNCc1cnnn1-2
 : -6% | -13% | .
c1ccc(CCNc2nc(-c3ccccc3)cs2)cc1
 : ? | ? | .
CCCCC/C=C\C/C=C\CCCCCCCC(=O)NCCO
 : -2%[4.12 µM] | 3%[4.12 µM] | 3%
NC(=O)c1ccc(NC(=O)COC(=O)C2(c3ccccc3F)CCCC2)cc1
 : ? | ? | -3%
O=C(NC[P+](=O)O)OCc1ccccc1
 : -9% | -2% | -20%
O=C(C1CCCCC1)N1CCC(c2nc3c(nnn3Cc3c(F)cccc3Cl)c(=O)[nH]2)CC1
 : ? | -19% | 0%
CCOc1ccc(NC(=O)C2C3c4ccccc4C(c4ccccc43)C2C(=O)O)cc1 (stereo not drawn)
 : -19% | -14% | 9%

An excerpt of these results, as labelled records:
SMILES: CCOc1ccc(C(=O)N2CCC(c3noc(-c4ccc(S(=O)(=O)N5CCCC5)cc4)n3)CC2)cc1
  DT40 TDP1 no CPT = 16µM*
  TDP1 cell CPT = ?
  GCN5L2 inh = -3%

SMILES: O=C1C2CCN(CC2)[C@@H]1Cc1ccc2ccccc2c1O
  DT40 TDP1 no CPT = ?
  TDP1 cell CPT = ?
  GCN5L2 inh = -3%

SMILES: CCOc1ccc(NC(=O)C2C3c4ccccc4C(c4ccccc43)C2C(=O)O)cc1 (stereo not drawn)
  DT40 TDP1 no CPT = -19%
  TDP1 cell CPT = -14%
  GCN5L2 inh = 9%

SMILES: COC(=O)C1=C(c2ccc(F)cc2F)C[C@@H]2CC[C@H]1N2C(=O)N1CCC(O)CC1
  DT40 TDP1 no CPT = -13%
  TDP1 cell CPT = 11%
  GCN5L2 inh = -8%

(listing goes on)
Each structure is followed by: DT40 TDP1 no CPT | TDP1 cell CPT | GCN5L2 inh
OC1(c2cccnc2)CC2CCC(C1)N2Cc1nnnn1Cc1ccccc1 (stereo not drawn)
 : -22% | ? | 4%
C[C@@H]1CN([C@@H](C)CO)C(=O)CCCn2nncc2CO[C@@H]1CN(C)C(=O)Oc1ccc2ccccc2c1
 : ? | -28% | .
Cn1c(O)c(/C=N/c2ccccn2)c(=O)n(C)c1=O
 : 0% | -6% | -7%
Cc1c(C(=O)Nc2ccccc2)c2cc(O)ccc2n1Cc1ccccc1
 : ? | ? | -13%
O=C1CC(c2c(F)cccc2Cl)c2c(c3ccccc3oc2=O)O1 (stereo not drawn)
 : 2% | 1% | 2%
O=C(COc1ccc(Br)cc1)N1CCN(Cc2ccncc2)CC1
 : ? | ? | -16%
O=C1CC(=O)N(c2ccccc2)C(=O)N1
 : 0% | 23% | .
C/C(=N/O)c1ccc2ccc3ccccc3c2c1
 : ? | ? | .
C=CCn1c(O)c(C(C)=NCCCN(C)C)c(=O)[nH]c1=O
 : 25% | 13% | 1%
COC(=O)C1=C(c2c(C)noc2C)C[C@@H]2CC[C@H]1N2C(=O)NCc1ccc2c(c1)OCO2
 : -20% | -1% | -3%
COC(=O)c1sc(NC(=O)/C=C/c2ccc(OC)c(OC)c2)c(C(=O)OC)c1C
 : ? | -9% | -10%
CN(C)c1ccc(C2C3C=CC(C3)C2(C#N)C(=O)O)c(Br)c1 (stereo not drawn)
 : -2% | -2% | 1%
N#Cc1cccc(NC(=O)N2CCCC3(CCN(C(=O)Oc4ccccc4)CC3)C2)c1
 : -12% | 1% | 10%

Only part of the results is shown; rates above refer to the full screens.
